# ARNT-TACC3 inh: disrupts binding between human ARNT and TACC3 | AlphaScreen His-ARNT PAS-B/GST-TACC3 binding, luminescence; TACC3 fragment carries E629A point mutation | inhibition, % at 9.99 µM | hit rate 0.66% among 390,000;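 active = mean inhibition of replicates at least 50% and at least half of replicates each reaching 50%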;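 note: 0% = complete ARNT plus TACC3 wells and 100% = ARNT alone without TACC3; many hits fall short of the cut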
# RAD54 branch: RAD54 (human) branch migration inhibition. inhibition, % at 10.4 µM. RAD54 Holliday junction branch migration, FAM/BHQ fluorescence. hit rate 0.14% among 360,000. Q92698. AID 602329;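 active = mean normalized replicate activity at least 40 and at least half of replicates scoring 40 or more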;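 note: 0% = median of neutral control wells and 100% = median of positive control wells; inhibitors cause a drop in the FAM fluorescence signal; in these data hits start at about 50%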
# RAD52 anneal inh: RAD52 (human) annealing inhibition; recombinant RAD52 DNA annealing, FRET fluorescence; inhibition, % at 18.7 µM; hit rate 0.46% among 360,000;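 active = every replicate showing at least 50% inhibition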
# GSIS activator: primary screen for activators of insulin secretion dependent on glucose, INS-1E cells, GLuc reporter luminescence | hit rate 0.61% among 370,000 | INS-1E GLuc reporter insulin secretion, 2-3 h | activation, % at 16.6 µM;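 active = lowest replicate activation of at least 40%, so every replicate reaches that level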;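 note: 0% = median of neutral control wells and 100% = median of IBMX positive control wells; some compounds called inactive have numbers as strong as hits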
# XiGFP reactiv: X-chromosome reactivation activator | XiGFP mouse fibroblasts, % GFP-positive cells imaging, 3 d; cells co-treated with 5-aza-dC sensitizer; scaled so ellipticine positive control = 100% | activation, % at 7.58 µM | hit rate 0.055% among 360,000 | AID 743238;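 active = mean normalized replicate activation at least 10% and every replicate at or above 10%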;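 note: 0% = median of on-plate neutral control wells and 100% = ellipticine 6 µM median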
#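 Assay system: SV40-immortalized XiGFP fibroblast cells, line 68-5-11; buffer or medium: DMEM plus 5-aza-dC sensitizer; compound: one concentration, pinned; timing: compounds 3 days, fix/stain 15 min at room temperature; benchmarks: positive control ellipticine, 6 µM final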
# F508del corr: correctors of CFTR F508del function in bronchial epithelial cells; CFBE cells, YFP halide quenching; stimulated with forskolin plus potentiator P3; % fluorescence drop versus neutral controls; activity (quench increase), % at 7.58 µM; hit rate 0.36% among 350,000; AID 720511;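 active = mean added fluorescence quench of at least 8% versus neutral control, with both replicates also reaching 8%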;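 note: cells transiently co-express mutant CFTR-F508del with the halide-sensitive YFP; corrector assay measuring rescue of mutant channel to the surface after 24 h compound exposure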
# esBAF inh: inhibitors of esBAF chromatin remodeling in mouse ES cells; Bmi1-luciferase knock-in reporter, 24 h; 100% = twice the neutral-well signal; reporter increase, % at 12.5 µM; hit rate 2% among 350,000; AID 602393; in the data active = activation above about 40%;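 note: 0% = median of the plate's neutral control wells and 100% = double that signal; a rise in the Bmi1 reporter signal indicates esBAF inhibition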
# ERAP1 HTS inh: blocks human ERAP1 aminopeptidase activity; hit rate 0.15% among 340,000; inhibition, % at 10.7 µM; Q9NZ08; recombinant ERAP1, Leu-AMC fluorescence, 60 min;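 active = mean replicate inhibition of at least 30%, or all replicates individually reaching that 30% level; inactive = mean below 30% and not every replicate reaching it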;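 note: 0% = neutral control wells and 100% = L-leucinethiol positive control wells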
# Target sequence (Q9NZ08 whole entry, looked up): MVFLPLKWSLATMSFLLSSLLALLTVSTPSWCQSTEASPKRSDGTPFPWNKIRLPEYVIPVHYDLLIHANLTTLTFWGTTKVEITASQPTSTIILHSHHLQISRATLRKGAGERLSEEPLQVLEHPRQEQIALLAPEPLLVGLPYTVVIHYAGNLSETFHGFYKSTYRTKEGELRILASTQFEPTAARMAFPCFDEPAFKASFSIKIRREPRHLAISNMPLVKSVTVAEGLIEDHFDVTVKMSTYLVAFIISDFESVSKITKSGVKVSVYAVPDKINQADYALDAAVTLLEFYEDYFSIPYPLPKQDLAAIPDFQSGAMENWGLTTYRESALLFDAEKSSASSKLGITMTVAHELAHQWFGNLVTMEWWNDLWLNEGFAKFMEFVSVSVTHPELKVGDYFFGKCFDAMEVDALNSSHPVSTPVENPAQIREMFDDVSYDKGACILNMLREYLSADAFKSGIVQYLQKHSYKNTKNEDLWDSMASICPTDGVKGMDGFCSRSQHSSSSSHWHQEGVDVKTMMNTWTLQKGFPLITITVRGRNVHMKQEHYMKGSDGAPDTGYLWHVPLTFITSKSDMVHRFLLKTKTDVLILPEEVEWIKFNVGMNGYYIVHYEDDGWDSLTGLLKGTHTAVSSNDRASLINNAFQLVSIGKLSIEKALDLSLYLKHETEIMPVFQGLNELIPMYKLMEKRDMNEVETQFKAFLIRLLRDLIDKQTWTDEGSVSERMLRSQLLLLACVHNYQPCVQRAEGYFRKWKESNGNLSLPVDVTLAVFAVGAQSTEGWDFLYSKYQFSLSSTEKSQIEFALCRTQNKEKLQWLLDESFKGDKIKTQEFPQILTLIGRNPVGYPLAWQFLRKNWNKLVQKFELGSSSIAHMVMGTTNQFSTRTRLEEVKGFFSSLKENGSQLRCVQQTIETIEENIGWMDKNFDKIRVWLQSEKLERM
# Numbers without * were called inactive; . = no result given; & = joins results of further samples.
# Results follow in this order: ARNT-TACC3 inh	RAD54 branch	RAD52 anneal inh	GSIS activator	XiGFP reactiv	F508del corr	esBAF inh	ERAP1 HTS inh
- CC(C)CN(C(=O)Cn1nnc(-c2ccc(F)cc2)n1)C1CCS(=O)(=O)C1 (centres undefined)
    -22	.	-5	8	0.1	-4.5	.	-2
- Cc1c(C(=O)NCc2cccc(Cl)c2)sc(=O)n1Cc1ccc(F)cc1
    .	2	-23	-13	0.1	-2.5	10	.
- COc1ccc(-c2c(C)nc(N)nc2-c2ccc(OC)cc2O)cc1
    22	0	-15	9	0.3	-0.9	-1	-3
- Cc1ccc(/C=N/NC(=O)c2nnn(-c3nonc3N)c2CSc2ccc(Cl)cc2)o1
    3	.	-11	0	0.0	0.7	0	-1
- COc1ccc(C(CCN2CCN(c3ccccc3)CC2)c2c(O)cc(OC)cc2OC)cc1 (centres undefined)
    8	-10	.	-9	0.0	0.0	3	.
- Cc1cc(C)n(C(=O)CCCn2nc(C)c([N+](=O)[O-])c2C)n1
    2	.	-5	-1	0.4	-1.8	.	4
- COc1cccc(N2CCN(S(=O)(=O)c3cccc4cccnc34)CC2)c1
    -4	.	-18	17	0.3	-0.3	.	7
- CCc1ccc2oc(C(=O)Nc3ccc(S(N)(=O)=O)cc3)c(C)c2c1
    -5	6	-1	9	0.0	-1.3	-6	1
- C[C@H](NC(=O)[C@@H]1[C@@H](CO)[C@@H]2Cn3c(cccc3=O)[C@H]1N2CCC(F)(F)F)c1ccccc1
    -4	1	-3	3	0.4	.	1	-3
- COc1ccc(C2Nc3ccccc3C(=O)N2Cc2ccco2)cc1CN1C(=O)c2ccccc2C1=O (centres undefined)
    -5&2	-2&4	-18	-20	0.0	-1.7	5&2	1
- COc1cc(/C=N/Nc2nc(Nc3ccccc3)nc(-n3nc(C)cc3C)n2)cc(OC)c1OC
    .	0	-7	-7	0.0	0.0	-21	3
- CO[C@H](CN(C)C(=O)c1ccc2c(c1)OCO2)[C@H](C)CN([C@@H](C)CO)S(=O)(=O)c1ccc(Cl)cc1
    1	3	-5	-17	0.0	2.2	-3	0
- O=C(CCCc1ccncc1)c1ccccc1
    -5	.	0	3	0.0	-2.0	.	-1
- COC(=O)c1ccccc1NC(=S)N1CCN(C2CCCCC2)CC1
    2	.	-11	-4	0.0	0.9	.	.
- c1ccc2ccccc2c1
    .	-18	0	6	.	-0.8	-2	-6
- CCOc1ccc(NC(=O)N2CCN(CC)CC2)cc1
    -10	14	.	17	.	.	-8	.
- Cc1ccccc1Nc1nc(N)nc(CSc2nnnn2C)n1
    6	.	-6	0	1.1	-2.4	56*	.
- CN(Cc1ccccc1)C(=O)CN(C)S(=O)(=O)c1ccc(F)cc1
    -4	-3	-8	-2	0.0	0.0	10	0
- COCCn1c(SCC(=O)N2CCCC(C)C2)nnc1-c1ccco1 (centres undefined)
    29	8	-8	-4	0.0	1.2	-2	-4
- COc1ccc(S(=O)(=O)N2CCN(C(=O)CNC(=O)c3ccc4c(c3)OCO4)CC2)cc1
    -3	.	-9	6	0.0	-2.6	.	-1
- CC(C)c1ccc(OCC(=O)NCc2n[nH]c(=O)c3ccccc23)cc1
    -4	-2	-20	-4	0.0	-2.9	9	-1
- CC(C)C[C@H]1COc2ccc(Cl)cc2S(=O)(=O)N1C[C@H](NC(=O)OC(C)(C)C)C(C)C
    .	.	-4	22	0.0	5.0	.	.
- Cc1ccccc1CSCC(=O)N1CCN(c2ccccc2)CC1
    2	.	-2	.	0.1	.	.	-1
- COc1cccc(CNC(=O)C2CCN(S(=O)(=O)c3ccc(-n4cnnn4)cc3)CC2)c1
    -68	-52	-6	-5	0.0	0.2	0	5
- COCc1cc(C)nc(OCC(=O)N/N=C/c2ccccc2O)c1C#N
    81*	.	-26	7	0.0	1.8	.	-4
- O=C(C[C@H]1C=C[C@H](NC(=O)Nc2ccc(C(F)(F)F)cc2)[C@H](CO)O1)NCc1cc(F)cc(F)c1
    7	-7	-5	12	-0.3	-1.5	16	-3
- O=Cc1c(N2CCN(c3ccccc3)CC2)nc2ccccn2c1=O
    .	.	-20	13	0.0	.	.	3
- Cn1c(NC2CCCCC2)c(N=O)c(=O)n(C)c1=O
    -1	.	-13	9	0.3	0.4	.	8
- CC(C)(C)OC(=O)n1cc(C(=O)c2ccccc2O)cn1
    .	10	-7	5	0.4	0.8	1	-1
- C[C@@H]1CN([C@H](C)CO)C(=O)c2cccc(NS(C)(=O)=O)c2O[C@H]1CN(C)CC1CCCCC1
    7	0	-12	0	0.3	-1.0	-1	3
- Cn1c2ccccc2c(=O)c2cc(C#Cc3ccccn3)ccc21
    -2	-4	-25	-1	-0.1	-1.3	2	-1
- Cc1cccnc1NC(=O)c1cccc(S(=O)(=O)NCc2ccccc2)c1
    0	.	-2	3	-0.1	1.1	0	4
- Cc1c(Cl)cccc1NC(=S)NCC1COc2ccccc2O1 (centres undefined)
    6	.	-11	0	0.0	-1.3	.	-2
- Cc1ccc(NC(=O)C2C(=O)N(C)c3ccccc32)cc1 (centres undefined)
    -1	-10	-6	-11	0.2	-0.8	.	-3
- O=C(COc1ccccc1)NC(=S)Nc1ccc2c(c1)Cc1ccccc1-2
    -5	.	-11	4	0.1	.	.	1
- COC(=O)c1c(NC(=O)c2ccco2)sc2c1CCC2
    1	-7	.	1	.	.	5	.
- CCCCc1cc2c(cc1NC(=O)CN1CCCCC1)OCCO2
    -18	-20	-7	-13	0.2	-3.5	-4	-1
- Cn1cnnc1SCc1ccccc1Br
    4	9	.	12	.	.	-6	.
- CC(C)(C)c1ccc(C(=O)NCCn2c(N)c(C#N)c3nc4ccccc4nc32)cc1
    .	.	-42	1	0.1	-0.5	.	-20
- Cc1ccc(S(=O)(=O)Nc2ccc3c(c2)C(=O)N([C@@H](C)CO)C[C@@H](C)[C@H](CN(C)C)O3)cc1
    -5	-2	-12	14	0.0	-2.6	-4	2
- Cc1ccc(C2C(C#N)=C(N)N(c3cccnc3)C3=C2C(=O)CCC3)c(C)c1 (centres undefined)
    10	.	-26	-10	0.0	-1.7	.	13
- Cc1ccc(N2CCN(C(=O)CCc3nc4ccccc4[nH]3)CC2)c(C)c1
    0	-1	-4	.	0.0	-0.3	0	5
- Cc1ccc(NC(=O)CN2C(=O)N/C(=C/c3cc(C)n(-c4cccc(C(=O)O)c4)c3C)C2=O)cc1
    10	.	-33	-8	0.0	1.4	.	-4
- C[C@@H](CO)NC(=O)c1[nH]cnc1C(=O)Nc1ccc(CNC(=O)OC(C)(C)C)cc1
    .	-20	8	27	0.2	1.9	2	0
- CC(Oc1ccc(F)cc1)c1nnc(SCC(=O)N(c2ccccc2)C2CCS(=O)(=O)C2)o1 (centres undefined)
    .	7	-11	0	-0.2	-1.3	-3	0
- O=C(Nc1ccc(F)cc1)N[C@@H]1CC[C@H](CCn2cc(-c3ccccc3F)nn2)O[C@@H]1CO
    0	3	-3	-23	0.2	2.0	1	0
- O=C(C[C@@H]1CC[C@@H](NS(=O)(=O)c2ccc(F)cc2)[C@@H](CO)O1)N1CCC(Cc2ccccc2)CC1
    0	-3	13	-32	-0.5	3.6	-7	1
- C[C@@H]1CCCCO[C@@H](CN(C)Cc2ccncc2)[C@@H](C)CN([C@@H](C)CO)C(=O)c2cc(NC(=O)NC3CCCCC3)ccc2O1
    -4	3	-1	-10	0.0	0.0	-9	1
- C[C@H](CO)N1C[C@H](C)[C@H](CN(C)Cc2ccc(C(=O)Nc3ccccc3N)cc2)Oc2ccc(NC(=O)Cn3cnnn3)cc2C1=O
    -4	8	-12	5	0.2	-1.3	-2	-1
- C[C@@H]1CN([C@H](C)CO)C(=O)c2cc(NC(=O)C3CC3)ccc2O[C@@H]1CN(C)Cc1ccc(C(=O)O)cc1
    5	7	-6	22	0.0	0.4	-2	0
- Cc1nn(CC(=O)NNC(=O)c2ccc(Br)cc2)c(C)c1[N+](=O)[O-]
    0	8	-3	-6	0.0	-5.9	-4	0
- CCOC(=O)C1CCCN(C(=O)c2cc3ccccc3cc2OC)C1 (centres undefined)
    -4	-3	-8	-1	0.0	1.9	-2	-10
- C[C@@H]1CN([C@@H](C)CO)C(=O)c2cc(Br)cnc2O[C@@H]1CN(C)C(=O)CN1CCOCC1
    -10	-4	-6	19	-1.1	-0.2	4	-5
- O=[N+]([O-])c1ccc(C(O)C23CN4CN(CN(C4)C2)C3)cc1 (centres undefined)
    -5	.	-4	-1	0.1	-0.8	.	.
- CCC(=O)c1ccc(OCC(=O)OCC(=O)c2cc(C)n(CC3CCCO3)c2C)cc1 (centres undefined)
    0	-7	-9	-18	-0.7	1.7	-4	-2
- CCOC(=O)CSc1nc2c(c(=O)n(C)c(=O)n2C)n1Cc1ccccc1F
    .	-9	-18	10	0.3	-0.7	-2	-3
- COC(=O)c1sc(N)c(C(=O)OC)c1COC(=O)CNS(=O)(=O)c1cccc(C#N)c1
    0	.	.	-13	0.5	.	-6	.
- COc1ccc(OC(=O)Nc2ccc([N+](=O)[O-])cc2OC)cc1
    2	-5	1	-6	0.1	1.0	-3	-3
- COC(=O)c1ccc(NC(=S)NC2CC2)cc1
    4	10	-20	3	0.3	-2.5	11	0
- CSCCC(c1nnnn1-c1c(C)cccc1C)N1CCN(C/C=C/c2ccccc2)CC1 (centres undefined)
    .	16	32	-36	0.3	4.3	4	.

# The results go on:
# Results follow in this order: ARNT-TACC3 inh	RAD54 branch	RAD52 anneal inh	GSIS activator	XiGFP reactiv	F508del corr	esBAF inh	ERAP1 HTS inh
- CC(C)NC(=O)N(C)C[C@H]1OCCCC[C@@H](C)Oc2ccc(NC(=O)Cc3ccccc3)cc2C(=O)N([C@H](C)CO)C[C@@H]1C
    10	-5	-14	21	0.3	-0.8	.	4
- CCCCNC(=O)C(Cc1ccccc1)NS(=O)(=O)c1ccc2c(c1)c(=O)n(C)c(=O)n2C (centres undefined)
    4	-4	-11	-17	-0.1	-1.6	8	3
- Cc1nn(-c2ccccc2)c(Cl)c1/C=N/NC(=O)c1[nH]ncc1Br
    -6	-7	-10	7	0.0	-0.2	-6	3
- O=C1C=C(OCCF)CC(c2ccccc2C(F)(F)F)O1 (centres undefined)
    .	.	-3	6	0.0	-4.6	.	-3
- CC1(c2nnnn2Cc2ccccc2)CCC(=O)N1Cc1ccco1 (centres undefined)
    .	.	-8	12	0.1	-0.2	.	.
- COc1ccc(-c2csc(C(O)(c3ccccc3)C(F)(F)F)n2)cc1 (centres undefined)
    .	-7	-4	-15	-0.1	-1.0	6	10
- N#Cc1ccc(COc2cccc3cccnc23)cc1
    .	1	-4	8	0.1	1.3	11	1
- O=C(Nc1ccccn1)Nc1ccccc1Cl
    -5	-14	-7	7	0.0	1.8	53*	2
- Cc1nc(Cl)c(C(=O)NCc2ccccc2)c(C)c1[N+](=O)[O-]
    25	3	-4	1	0.1	-7.6	-2	4
- O=C(Nc1ccc2c(c1)OCCO2)C1CCN(C(=O)c2ccccc2)CC1
    -1	2	.	9	.	.	-3	.
- CCCCOc1ccc(C(=O)Nc2cc(C)c(OCC(=O)N3CCOCC3)c(C)c2)cc1
    1	8	.	-10	.	.	38	.

# An excerpt of these results, field by field:
> CC(C)NC(=O)N(C)C[C@H]1OCCCC[C@@H](C)Oc2ccc(NC(=O)Cc3ccccc3)cc2C(=O)N([C@H](C)CO)C[C@@H]1C
  ARNT-TACC3 inh = 10
  RAD54 branch = -5
  RAD52 anneal inh = -14
  GSIS activator = 21
  XiGFP reactiv = 0.3
  F508del corr = -0.8
  esBAF inh = .
  ERAP1 HTS inh = 4

> CCCCNC(=O)C(Cc1ccccc1)NS(=O)(=O)c1ccc2c(c1)c(=O)n(C)c(=O)n2C (centres undefined)
  ARNT-TACC3 inh = 4
  RAD54 branch = -4
  RAD52 anneal inh = -11
  GSIS activator = -17
  XiGFP reactiv = -0.1
  F508del corr = -1.6
  esBAF inh = 8
  ERAP1 HTS inh = 3

# Assay outcomes (PubChem BioAssay)
